TDP-43 yeast inh: qHTS of TDP-43 Inhibitors. TDP-43 expressing yeast growth rescue, BacTiter-Glo, 24 h. Potency, µM (titrated, usually from 46.1 µM), for the others: at the top dose growth rescue (activation), most hits filed as activators. 410,000 tested, 1.8% active; note: potency is the fitted concentration of half-maximal effect; % of control where 0% means no effect; nearly all actives have a fitted effect of over 50% in size
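Yeast cells expressing TDP-43 under galactose induction are exposed to compounds for 24 hr at 30 deg C. BacTiter-Glo luminescence measures growth, so protective compounds score as activators.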
KB-V1 MDR tox: qHTS assay for MDR1-selective chemotherapeutics: Primary screen using the drug-selected MDR subline cells KB-V1. KB-V1 MDR cells viability, CellTiter-Glo, 72 h. Potency, µM (top dose mostly 46.1 µM), for inactives: at the top dose activity change, negative = cytotoxicity, most hits filed as cytotoxic. 400,000 tested, 3.4% active; note: potency is the fitted concentration of half-maximal effect; % is set by controls: 0 for no effect and ±100 for the full control effect; nearly all actives have a fitted effect of over 60% in size
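Following 72 h at 37 degrees C with compound, KB-V1 cell viability was read by CellTiter-Glo luminescence, medium being phenol-red-free DMEM plus 10% FBS; concentration-response parameters came from normalized, curve-fitted qHTS data.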
GLP1R ag: qHTS of GLP-1 Receptor Agonists; Glucagon-like peptide 1 receptor (Homo sapiens), P43220; HEK293 GLP-1R CRE-luciferase, luminescence, 4-6 h; cells express a hypersensitive GLP-1R form; Potency, µM (highest dose often 45.6 µM), without a hit: at the top dose activation, most hits filed as activators; 380,000 tested, 0.007% active; AID 624172, 2012; note: potency is the fitted concentration of half-maximal effect; % of control where 0% means no effect
Target sequence (P43220 whole entry, looked up): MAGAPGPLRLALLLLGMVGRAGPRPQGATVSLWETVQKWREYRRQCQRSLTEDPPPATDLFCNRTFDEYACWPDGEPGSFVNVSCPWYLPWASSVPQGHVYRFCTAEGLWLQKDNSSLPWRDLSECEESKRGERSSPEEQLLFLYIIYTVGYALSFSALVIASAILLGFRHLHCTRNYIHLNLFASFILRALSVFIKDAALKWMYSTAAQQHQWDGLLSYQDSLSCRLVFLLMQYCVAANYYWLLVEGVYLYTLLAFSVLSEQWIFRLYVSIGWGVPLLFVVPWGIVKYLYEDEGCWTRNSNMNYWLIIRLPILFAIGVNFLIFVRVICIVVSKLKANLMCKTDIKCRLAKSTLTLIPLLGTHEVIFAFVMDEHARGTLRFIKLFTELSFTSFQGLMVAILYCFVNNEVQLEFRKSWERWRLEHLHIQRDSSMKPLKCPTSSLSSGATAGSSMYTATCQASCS
aSyn rescue: qHTS of alpha-syn Inhibitors | Yeast expressing alpha-synuclein, growth rescue, BacTiter-Glo, 24 h | Potency, µM (series often up to 46.1 µM), for the others: top-dose growth rescue (activation), usual class: activators | 370,000 tested, 0.14% active | AID 652106, 2013; note: potency is the fitted concentration of half-maximal effect; % of control where 0% means no effect; nearly all actives have a fitted effect of over 65% in size
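Galactose-induced alpha-syn yeast (OD600=0.02, raffinose-pregrown) + pinned cpd, 24 hr, 30 deg C; growth by BacTiter-Glo luminescence. Growth restoration scores as activation.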
DRD3 agonist: qHTS of D3 Dopamine Receptor Agonist: qHTS | D(3) dopamine receptor (Homo sapiens), P35462 | D3R DiscoveRx beta-arrestin cells, luminescence, 90 min | max activation, % | 410,000 tested, 0.58% active | AID 652048, 2013; in the data active = max activation above about 30%; note: 0% is about no effect; mostly tested at two doses, the higher about 12 µM
Target sequence (P35462 whole entry, looked up): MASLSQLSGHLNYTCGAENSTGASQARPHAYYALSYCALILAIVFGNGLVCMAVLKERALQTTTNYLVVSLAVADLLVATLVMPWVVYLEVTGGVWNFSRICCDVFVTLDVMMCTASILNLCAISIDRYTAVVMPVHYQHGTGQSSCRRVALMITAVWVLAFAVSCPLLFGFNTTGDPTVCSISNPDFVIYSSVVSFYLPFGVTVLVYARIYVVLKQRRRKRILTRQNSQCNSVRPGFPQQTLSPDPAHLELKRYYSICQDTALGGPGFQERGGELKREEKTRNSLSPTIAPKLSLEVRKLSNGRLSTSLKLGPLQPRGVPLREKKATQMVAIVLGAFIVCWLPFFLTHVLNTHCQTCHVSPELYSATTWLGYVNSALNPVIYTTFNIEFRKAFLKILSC
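Agonist mode: compounds and dopamine controls were applied to plated cells for 90 min at 37 degrees C after an overnight attachment at 1500 cells/well. Luminescent read-out followed 30 - 60 minutes at room temperature with DiscoveRx detection reagent.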
PTHR1 ag: qHTS for PTHR1 Agonists: Primary Screen. Parathyroid hormone/parathyroid hormone-related peptide receptor (Homo sapiens), Q03431. HEK293 GP2 PTHR1 cells, GloSensor cAMP luminescence, 1 h. Potency, µM (top dose mostly 115 µM), without a hit: at the highest dose activation, hits mostly activators. 410,000 tested, 0.075% active; note: potency is the fitted concentration of half-maximal effect; nearly all actives have a fitted effect of over 55% in size; some results filed as inactive show a strong effect at the top dose; inactives centre near -15; many of its hits are not listed in these tables
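HEK-293-derived GP2 cells expressing PTHR1 and a GloSensor cAMP reporter, 3,000/well, plated overnight, given luciferin plus IBMX (each 0.5 mM as added) for 1 h at 37 °C, then compound for 1 h at 37 °C. Luminescence was read after 15 min at room temperature.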
HEK293 tox: qHTS of GLP-1 Receptor Inverse Agonists: Cytotox Screen; 410,000 tested, 0.13% active; Potency, µM (top dose mostly 38.3 µM), for inactives: at the top dose activity change, negative = inhibition, hits mostly inhibitors; HEK293 cAMP-luciferase reporter cells, luminescence, 24 h;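 note: loss of luciferase light is scored as toxicity; potency is the fitted concentration of half-maximal effect; % is set by controls: 0 for no effect and ±100 for the full control effect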
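Step one: seed cells (200 cells/uL, DMEM with 10% Nu serum, 1% pen-strep). Step two: 12-hour incubation at 37 deg C. Step three: pin 23 nL compound, incubate 24 hr. Step four: add luciferase reagent, read luminescence 12 min later.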
GLP1R inv ag: qHTS of GLP-1 Receptor Inverse Agonists (Inhibition Mode); Glucagon-like peptide 1 receptor (Homo sapiens), P43220; HEK293 GLP-1R CRE-luciferase, luminescence, 24 h; GLP-1R form is constitutively active; Potency, µM (top dose mostly 38.3 µM), for the others: top-dose activity change, negative = inhibition, most hits filed as inhibitors; 410,000 tested, 1.6% active; AID 624417, 2012; note: potency is the fitted concentration of half-maximal effect; % is set by controls: 0 for no effect and ±100 for the full control effect; nearly all actives have a fitted effect of over 55% in size
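qHTS in 1536-well format: reporter HEK293 cells expressing constitutive GLP-1R activity in DMEM + 10% Nu serum, 24 hr with compounds at 37 deg C, luminescence read after 12 min with detection reagent.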
DRD3 antagonist: qHTS of D3 Dopamine Receptor Antagonist: qHTS; max response, negative = inhibition, %; D(3) dopamine receptor (Homo sapiens), P35462; D3R cells, DiscoveRx beta-arrestin luminescence, antagonist mode; active compounds read low; 360,000 tested, 2.5% active; in the data active = max response below about -50%; inconclusive = no clear call, values can overlap the other calls; note: % is set by controls: 0 for no effect and ±100 for the full control effect; mostly tested at two doses, the higher about 12 µM
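Cells plated overnight at 1500 cells/well, then exposed to library compounds with dopamine controls for 90 minutes at 37 degrees C. DiscoveRx reagent added for 30–60 minutes at room temperature; luminescence read, quantitative HTS format.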
The depositor's hits bear a star; i = inactive; ? = inconclusive; · = not tested or not shown; & = joins results of further samples; [ ] = another dose, or the depositor's remark. Unless noted, calls come from the whole dose curve; as a rule, active = well fitted curve in the direction sought with a large enough effect; inconclusive = small, poorly fitted or top-dose-only effect, or another doubt; inactive = no such curve, though single readings can be large; an effect the other way counts as inactive or inconclusive. An excerpt; rates above refer to the full screens.

SMILES	TDP-43 yeast inh	KB-V1 MDR tox	GLP1R ag	aSyn rescue	DRD3 agonist	PTHR1 ag	HEK293 tox	GLP1R inv ag	DRD3 antagonist
COc1cc(OC)c(OC)cc1CNCCc1ccc2c(c1)OCO2	7%	-15%	1%	-2%	-5	i	-1%	-21%	-19
O=C1/C(=C/c2ccc3c(c2)OCO3)SC(=S)N1CCC(=O)N(CCO)c1ccccc1	20%	-9%	12%	5%	3	i	-14%	?	17
CC(C(=O)c1c[nH]c2ccccc12)N1CCSCC1 (configuration not stated)	-11%	-16%	-1%	-2%	-4	i	5%	-4%	-23
CCn1c(=O)n(CC)c2cc([N+](=O)[O-])c(N3CCNCC3)cc21	7%	-1%	21%	-2%	6	-17%	-1%[0.307 µM]	13%[0.307 µM]	2
CN(C)c1ccc2c(c1)N=C(c1ccco1)OP2(=S)N1CCOCC1 (configuration not stated)	-29%	-22%	14%	-48%[inhibitor]	-3	-34%[inhibitor]	-4%	66%[activator]	10
C=CCn1c(O)c(C=NC2CCN(Cc3ccccc3)CC2)c(=O)[nH]c1=O	9%	6%	-1%	8%	-18	i	2%	8%	2
O=C(c1cccn2c(=O)c3ccc(Cl)cc3nc12)N1CCC2(CC1)OCCO2	20%	22%	-5%	4%	2	-14%	4%	6%	1
COC(=O)c1c(Sc2ccccc2)c2ccccc2n1C	10%	4%	0%	1%	-12	-32%[inhibitor]	7%	5%	-2
COc1ccc2c(c1)c(C(=O)CN1CCN(C)CC1)c(C)n2Cc1ccccc1	1%	?	4%	6%	-2	i	-2%	?	-9
CN1/C(=C/C(=O)c2nc(S(C)(=O)=O)ncc2Cl)C(C)(C)c2ccccc21	13µM*	?	-41%[inhibitor]	4%	-11	-47%	?	?	-4
CN(CC(=O)Nc1ccc(Cl)c(C(F)(F)F)c1)C(=O)C1CC(=O)N(CCc2ccccc2)C1 (configuration not stated)	6%	-9%	-1%	-1%	-11	-32%	?	?	4
Cc1ccccc1NP(=O)(Oc1ccccc1F)Oc1ccccc1F	9%	-27%	18%	5%	8	-14%	-5%	0%	11
O=C(CCCOc1ccc(Cl)cc1Cl)Nc1cc(S(=O)(=O)N2CCOCC2)ccc1N1CCOCC1	-1%	6.5µM*	3%	8%	-8	i	-16%	?	6
OC[C@H]1OC(O)C[C@@H](O)[C@@H]1O (some centres not stated)	?	2%	6%	10%	8	-17%	-2%	5%	7
Cc1ccc(-c2cc(C(=O)NCCCn3ccnc3)c3cc(Br)ccc3n2)o1	-2%	21µM*	-31%[inhibitor]	0%	7	-22%	93%[activator]	3%	0
Cc1c(Oc2cc(NN3CCCCC3)c([N+](=O)[O-])cc2[N+](=O)[O-])cccc1[N+](=O)[O-]	20%	1%	-2%	0%	18	-22%	4%	10%	-26
CCOC(=O)C1=C(C)OC(N)=C(C(=O)OCC)[C@@]12C(=O)N(CC(N)=O)c1ccccc12	-19%	23%	0%	11%	0	i	-12%	0%	16
COc1ccc(C2C(C(=O)N3CCC4(CC3)OCCO4)CC(=O)N2c2ccc(OC)cc2)cc1 (configuration not stated)	12%	0%	2%	6%	6	-15%	-17%	8%	6
COc1ccc(CN2CCN(Cc3ccccc3)CC2)c(OC)c1	-23%	23µM*	3%	-1%	-37	-96%[inhibitor]	5%	-21%	-113*
CN(C)S(=O)(=O)c1ccc(C(=O)NCCSc2c(-c3ccccc3)[nH]c3ccccc23)cc1	19%	-23%	·	·	-3	-21%	-6%	?	·
Cc1cc(C)cc(N2C(=O)NC(=O)/C(=C\c3cc(C)n(C)c3C)C2=O)c1	15%	-6%	0%	-2%	5	-10%	25%	7%	-25
COc1ccc(CN2CCCCC2c2cccnc2)cc1C (configuration not stated)	-11%	3%	3%	-8%	-26	1%[57.5 µM]	-9%	?	-12
CC(C)c1ccc(NC(=O)CCNC(=O)N2C[C@H]3C[C@@H](C2)c2cccc(=O)n2C3)cc1	6%	12%	15%	0%	-21	-1%	25%	6%	-15
CC(C)c1onc(C(=O)N2CCC3(CC2)OCCO3)c1[N+](=O)[O-]	-3%	?	-1%	-4%	3	i	-9%	4%	0
C=CCOC(=O)N1Cc2ccccc2-n2nncc2C1	8%	-2%	3%	0%	-8	-9%	4%	5%	0
O=C(c1n[nH]c(=O)c2ccccc12)N1CCC2(CC1)OCCO2	0%	0%	-1%	1%	-6	i	7%	2%	0
Cc1cc(-c2ccccc2)cc(-c2ccccc2)[n+]1CCc1ccccc1	6%	22%	-4%	1%	0	-46%[inhibitor]	-21%	-48%	19
CC(C)CC(N(C)C)C1(c2ccc(Cl)cc2)CCC1 (configuration not stated)	20%&11%	14%&13%	?	10%&14%	-15&-7&6	-5%&-12%	3%&-28%	?	-19&-7
Cc1ccc(/C=C/c2onc(C)c2S(=O)(=O)N2CCC(C(=O)N3CCC(N(C)C(C)C)CC3)CC2)cc1	15%	·	·	·	-11	-10%	?	?	·
CSc1cccc(CNC(=O)C2CCC(=O)N(Cc3cccc(C(F)(F)F)c3)C2)c1 (configuration not stated)	-5%	-4%	-3%	0%	15	-11%	-3%	?	-25
CC(C)(C)NC(=O)C1CC2CCCCC2CN1 (configuration not stated)	-17%	?	5%	-3%	-10	-19%	113%[activator]	7%	?
Cn1c(SSc2ccc(-c3cccnc3)n2C)ccc1-c1cccnc1	-7%	?	8%	2%	-17	-1%	?	?	?
C=CCN1C(=O)NC(=O)/C(=C/c2ccoc2)C1=O	18%	16%	-15%	-2%	-1	i	-10%	10%	2
O=C(NC1(C(F)(F)F)Oc2ccccc2O1)N1CCC2(CC1)OCCO2	-8%	?	-13%	2%	1	-8%	3%	84%[activator]	1
CCOC(=O)[C@]12Cc3cc(C)ccc3[C@H]1N(Cc1ccccc1)C(=O)c1ccccc12	15%	?	-1%	-7%	5	-23%	1%	?	27
COC(=O)c1ccc(CN2CCSC2=N)cc1	0%	30%	-5%	-6%	-6	i	14%	1%	0
CCOc1ccc(N2C(=O)NC(=O)/C(=C\c3ccc(N4CCOCC4)cc3C)C2=O)cc1	-19%	24%	1%	0%	4	-1%	-4%	25%	5
C[C@]12CC[C@H](O)CC1=CCC1C2CC[C@]2(C)C(=O)[C@H](Br)CC12 (some centres not stated)	?	?	-3%	2%	-4	-9%	?	12%	-12
COc1ccc(C=C2C(=O)N(C)C(=O)N(C)C2=O)cc1CSc1ccccn1	21%	4%	4%	16%	-14	-5%[57.5 µM]	-19%	2%	-5
CN1CCN(c2ccc(S(C)(=O)=O)cc2[N+](=O)[O-])CC1	11%	26%	-1%	1%	9	i	1%	0%	8
O=C(Nc1ccc2nc(SCC(=O)N3CCCc4ccccc43)sc2c1)c1ccccc1F	?	·	·	·	-7	-27%	-14%	?	·
O=C(NC(=S)Nc1nc(-c2ccccc2)cs1)c1cncc(Br)c1	-10%	-4%	-1%	-9%	0	-36%[inhibitor]	?	-2%	35
Cc1nn(C(C)(C)C)c(C)c1/C=N/OC(=O)Nc1ccc(Cl)c(Cl)c1	7%	14%	-8%	-27%	-3	-47%[inhibitor]	-8%	?	-2
CCC(C(=O)N1CCC2(CC1)OCCO2)c1ccccc1 (configuration not stated)	-23%	1%	6%	-10%	2	10%	5%	5%	-13
CN1C(=O)C(=CN2CCN(C(=O)c3ccco3)CC2)C(=O)N(C)C1=S	11%	?	-4%	1%	8	i	-1%	17%	-29
COC(=O)C1=C(c2cccc(OC)c2OC)C[C@@H]2CC[C@H]1N2C(=O)NCc1ccc(C(F)(F)F)cc1	9%	6%	1%	4%	11	i	3%	3%	4
Cc1ccccc1CN1C(=O)CN=C(c2ccccc2)c2cc(Cl)ccc21	?	·	·	·	-14	-97%[inhibitor]	-21%	?	·
C[C@]12CCC3C(CC[C@H]4C[C@@H](O)CC[C@]34C)C1C[C@@H](O)[C@@H]2O (some centres not stated)	-6%	16%	19%	4%	8	i	-1%	46%[activator]	16
Cc1ccccc1OCCN=Cc1c(O)n(C)c(=O)n(C)c1=O	?	?	5%	7%	0	-29%[57.5 µM]	3%	0%	26
Fc1ccccc1CCNCc1ccccc1	0%	-28%	7%	1%	-5	i	0%	5%	-3
CCn1cc2nc(SCc3cc(C)ccc3C)n(Cc3ccc(OC)cc3)c(=O)c2n1	-19%	?	·	·	-6	-3%	5%	?	·
Cc1cc(/C=C2\C(=O)NC(=O)N(Cc3ccco3)C2=O)c(C)n1-c1ccc(C(=O)O)cc1	5%	-20%	0%	4%	19	i	-3%	0%	25

4 entries picked at random from those above, as already listed:
SMILES	TDP-43 yeast inh	KB-V1 MDR tox	GLP1R ag	aSyn rescue	DRD3 agonist	PTHR1 ag	HEK293 tox	GLP1R inv ag	DRD3 antagonist
CCC(C(=O)N1CCC2(CC1)OCCO2)c1ccccc1 (configuration not stated)	-23%	1%	6%	-10%	2	10%	5%	5%	-13
Cc1ccccc1OCCN=Cc1c(O)n(C)c(=O)n(C)c1=O	?	?	5%	7%	0	-29%[57.5 µM]	3%	0%	26
Cc1cc(/C=C2\C(=O)NC(=O)N(Cc3ccco3)C2=O)c(C)n1-c1ccc(C(=O)O)cc1	5%	-20%	0%	4%	19	i	-3%	0%	25
CCn1cc2nc(SCc3cc(C)ccc3C)n(Cc3ccc(OC)cc3)c(=O)c2n1	-19%	?	·	·	-6	-3%	5%	?	·
